# D3 antag – qHTS of D3 Dopamine Receptor Antagonist: qHTS. D(3) dopamine receptor (Homo sapiens), P35462. D3R cells, DiscoveRx beta-arrestin luminescence, antagonist mode; stronger effect = lower value. max response, negative = inhibition, %. 360,000 tested, 2.5% active. AID 652054, 2013; in the data active = max response below about -50%; inconclusive = no clear call, values can overlap the other calls; note: % is set by controls: 0 for no effect and ±100 for the full control effect; mostly tested at two doses, the higher about 12 µM
# Target sequence (P35462 whole entry, looked up): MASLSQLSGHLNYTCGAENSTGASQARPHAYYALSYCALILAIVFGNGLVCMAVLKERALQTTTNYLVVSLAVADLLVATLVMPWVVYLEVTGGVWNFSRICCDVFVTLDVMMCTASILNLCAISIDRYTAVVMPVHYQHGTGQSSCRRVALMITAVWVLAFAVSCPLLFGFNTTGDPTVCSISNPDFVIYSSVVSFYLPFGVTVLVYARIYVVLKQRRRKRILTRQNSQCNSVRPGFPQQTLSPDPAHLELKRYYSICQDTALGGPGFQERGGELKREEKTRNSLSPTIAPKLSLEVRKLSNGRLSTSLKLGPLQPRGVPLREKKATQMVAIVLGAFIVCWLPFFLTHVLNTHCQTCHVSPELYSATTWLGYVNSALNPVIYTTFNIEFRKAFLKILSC
#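 Cells expressing the human receptor were seeded at 1500 cells/well, incubated overnight at 37 degrees C in 5% CO2, then exposed to library compounds with dopamine controls for 90 minutes at 37 degrees C before luminescent detection.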
# GLP1R inv ag – qHTS of GLP-1 Receptor Inverse Agonists (Inhibition Mode); HEK293 GLP-1R CRE-luciferase, luminescence, 24 h; GLP-1R form is constitutively active; Potency, µM (top dose mostly 38.3 µM), for inactives: at the top dose activity change, negative = inhibition, actives largely listed as inhibitors; 410,000 tested, 1.6% active; AID 624417, 2012; note: potency is the fitted concentration of half-maximal effect; % is set by controls: 0 for no effect and ±100 for the full control effect; nearly all actives have a fitted effect of over 55% in size
#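 qHTS in 1536-well format: reporter HEK293 cells expressing constitutive GLP-1R activity in DMEM + 10% Nu serum, 24 hr with compounds at 37 deg C, luminescence read after 12 min with detection reagent.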
# aSyn yeast inh – qHTS of alpha-syn Inhibitors; Potency, µM (titrated, usually from 46.1 µM), for inactives: top-dose growth rescue (activation), most hits filed as activators; 370,000 tested, 0.14% active; AID 652106, 2013; Yeast expressing alpha-synuclein, growth rescue, BacTiter-Glo, 24 h; note: potency is the fitted concentration of half-maximal effect; % of control where 0% means no effect; nearly all actives have a fitted effect of over 65% in size
#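 Galactose-induced alpha-syn yeast (OD600=0.02, raffinose-pregrown) + pinned cpd, 24 hr, 30 deg C; growth by BacTiter-Glo luminescence. Growth restoration scores as activation.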
# TDP43 rescue – qHTS of TDP-43 Inhibitors; TDP-43 expressing yeast growth rescue, BacTiter-Glo, 24 h; 410,000 tested, 1.8% active; AID 652104, 2013; Potency, µM (top dose mostly 46.1 µM), inactives show at the top dose growth rescue (activation), actives largely listed as activators; note: potency is the fitted concentration of half-maximal effect; % of control where 0% means no effect; nearly all actives have a fitted effect of over 50% in size
#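 Yeast expressing TDP-43 (pregrown in raffinose, seeded at OD600=0.02 in galactose medium) exposed to compounds 24 hr at 30 deg C. Growth read by BacTiter-Glo luminescence; rescue of toxicity appears as increased signal.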
# GLP1R ag – qHTS of GLP-1 Receptor Agonists; Potency, µM (series often up to 45.6 µM), inactives show at the highest dose activation, usual class: activators; HEK293 GLP-1R CRE-luciferase, luminescence, 4-6 h; cells express a hypersensitive GLP-1R form; 380,000 tested, 0.007% active; Glucagon-like peptide 1 receptor (Homo sapiens), P43220; note: potency is the fitted concentration of half-maximal effect; % of control where 0% means no effect
# DRD3 agonist – qHTS of D3 Dopamine Receptor Agonist: qHTS; max activation, %; 410,000 tested, 0.58% active; D3R DiscoveRx beta-arrestin cells, luminescence, 90 min; D(3) dopamine receptor (Homo sapiens), P35462; AID 652048, 2013; in the data active = max activation above about 30%; note: 0% is about no effect; mostly tested at two doses, the higher about 12 µM
#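 Cells at 1500/well, incubated overnight, then treated with pinned compounds (dopamine as control) for 90 min at 37 degrees C. DiscoveRx reagent added for 30 - 60 minutes at room temperature; luminescence read.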
# PTHR1 agonist – qHTS for PTHR1 Agonists: Primary Screen; Potency, µM (highest dose often 115 µM), without a hit: top-dose activation, hits mostly activators; Parathyroid hormone/parathyroid hormone-related peptide receptor (Homo sapiens), Q03431; 410,000 tested, 0.075% active; HEK293 GP2 PTHR1 cells, GloSensor cAMP luminescence, 1 h; AID 743266, 2014; note: potency is the fitted concentration of half-maximal effect; nearly all actives have a fitted effect of over 55% in size; some results filed as inactive show a strong effect at the top dose; inactives centre near -15; many of its hits are not listed in these tables
# Target sequence (Q03431 whole entry, looked up): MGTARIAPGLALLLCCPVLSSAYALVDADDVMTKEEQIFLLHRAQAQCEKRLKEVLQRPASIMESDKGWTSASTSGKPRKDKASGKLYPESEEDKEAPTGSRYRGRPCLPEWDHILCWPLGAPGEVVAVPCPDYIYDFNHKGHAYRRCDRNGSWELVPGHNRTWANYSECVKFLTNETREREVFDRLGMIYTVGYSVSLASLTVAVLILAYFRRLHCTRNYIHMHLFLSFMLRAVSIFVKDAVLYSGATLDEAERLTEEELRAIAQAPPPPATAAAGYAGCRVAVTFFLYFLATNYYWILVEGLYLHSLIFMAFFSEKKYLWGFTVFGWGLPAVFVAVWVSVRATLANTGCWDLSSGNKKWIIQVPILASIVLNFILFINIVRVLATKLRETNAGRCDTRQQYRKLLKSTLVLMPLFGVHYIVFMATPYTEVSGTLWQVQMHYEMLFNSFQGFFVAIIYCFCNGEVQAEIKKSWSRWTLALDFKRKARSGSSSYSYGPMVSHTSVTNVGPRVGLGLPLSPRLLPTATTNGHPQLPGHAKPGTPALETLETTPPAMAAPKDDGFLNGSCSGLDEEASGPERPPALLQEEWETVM
#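 HEK-293-derived GP2 cells expressing PTHR1 and a GloSensor cAMP reporter, 3,000/well, plated overnight, given luciferin plus IBMX (each 0.5 mM as added) for 1 h at 37 °C, then compound for 1 h at 37 °C. Luminescence was read after 15 min at room temperature.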
# KB-V1 cytotox – qHTS assay for MDR1-selective chemotherapeutics: Primary screen using the drug-selected MDR subline cells KB-V1. KB-V1 MDR cells viability, CellTiter-Glo, 72 h. Potency, µM (doses to about 46.1 µM), inactives show top-dose activity change, negative = cytotoxicity, hits mostly cytotoxic. 400,000 tested, 3.4% active. AID 1347076, 2019; note: potency is the fitted concentration of half-maximal effect; % is set by controls: 0 for no effect and ±100 for the full control effect; nearly all actives have a fitted effect of over 60% in size
#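 Cytotoxicity toward P-gp-expressing KB-V1 cells was determined as loss of CellTiter-Glo luminescence after 72 h at 37 degrees C. Compounds were tested in quantitative HTS format across a concentration range, with curves fitted to normalized data.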
# HEK293 tox – qHTS of GLP-1 Receptor Inverse Agonists: Cytotox Screen; HEK293 cAMP-luciferase reporter cells, luminescence, 24 h; Potency, µM (highest dose often 38.3 µM), for the others: top-dose activity change, negative = inhibition, actives largely listed as inhibitors; 410,000 tested, 0.13% active;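 note: loss of luciferase light is scored as toxicity; potency is the fitted concentration of half-maximal effect; % is set by controls: 0 for no effect and ±100 for the full control effect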
#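 Quantitative HTS format, 1536 wells, 200 cells/uL seeded. Compounds: 23 nL, 24 h, 37 °C. Detection: luciferase reagent, luminescence at 12 min RT; decreased signal taken as cytotoxic.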
# Numbers without * were called inactive; i = inactive; ? = inconclusive; · = not tested or not shown; [ ] = dose if it differs, or a comment. Unless noted, calls come from the whole dose curve; as a rule, active = well fitted curve in the direction sought with a large enough effect; inconclusive = small, poorly fitted or top-dose-only effect, or another doubt; inactive = no such curve, though single readings can be large; an effect the other way counts as inactive or inconclusive. This is a subset. The share of hits here may be higher or lower than overall.
SMILES,D3 antag,GLP1R inv ag,aSyn yeast inh,TDP43 rescue,GLP1R ag,DRD3 agonist,PTHR1 agonist,KB-V1 cytotox,HEK293 tox
Cc1ccc(NC(=O)c2cnccn2)c(C)c1,2.1,14.2%,-2.0%,-12.5%,11.2%,11.4,i,-12.5%,-2.3%
O=[N+]([O-])c1ccc(CN2CC(N3CCN(CCO)CC3)CS2(=O)=O)cc1 (stereo not drawn),0.0,-0.7%,?,28.1%,1.4%,-10.9,-18.4%,-12.3%,0.5%
O=C(COC(=O)c1ccc(O)cc1)NCCCc1ccccc1,6.5,-24.9%,-6.6%,-1.5%,5.0%,2.5,i,-6.9%,-1.0%
O=C(CSc1nc(=O)n2ccccc2n1)Nc1ccc2c(c1)OCO2,1.6,43.2%[activator],-5.5%,-2.3%,20.7%,9.0,i,?,-8.9%
Cc1ccc(S(=O)(=O)N(C)C)cc1NC(=O)c1ccc(OC(F)(F)F)cc1,6.0,10.8%,-7.5%,-3.1%,6.9%,-16.0,-2.6%,11.7%,-1.0%
CCN(c1ccccc1)S(=O)(=O)c1ccc(C(=O)Nc2ncccc2C)cc1,4.6,1.8%,1.5%,3.8%,6.5%,-3.0,i,-27.9%,2.3%
O=C(COC(=O)Cn1[nH]c(=O)c2ccccc2c1=O)Nc1ncc(Cl)cc1Cl,-4.4,-9.2%,4.7%,-5.2%,-2.3%,-8.1,1.1%,-0.1%,11.0%
Cc1cc(C)nc(SCC(=O)NCc2ccco2)n1,17.1,-20.1%,-9.2%,-6.1%,-4.6%,3.1,-3.0%,-11.1%,8.1%
O=C(CSc1cn(CCNC(=O)c2ccccc2)c2ccccc12)NCc1ccco1,10.1,-14.4%,?,27.7%,3.8%,-5.5,-9.9%,23.8%,-9.7%
CC1CCCC(NC(=O)COc2ncnc3ccccc23)C1C (stereo not drawn),-0.3,16.7%,10.2%,-32.9%[inhibitor],0.3%,3.7,i,-1.2%,4.7%
COc1ccc(NC(=O)c2cc(-c3ccco3)nc3ccccc23)cn1,8.5,3.0%,3.1%,17.1%,-2.8%,0.1,i,-25.5%,-30.4%
O=C(CN(CC1CCCO1)C(=O)CNS(=O)(=O)c1ccc(Cl)cc1)NC1CCCCC1 (stereo not drawn),-18.7,-16.6%,-0.4%,-4.6%,-1.7%,4.6,-33.2%[inhibitor],-17.8%,-28.4%
CN1CCc2c(sc(NC(=O)C3CCN(S(=O)(=O)c4cccs4)CC3)c2C(N)=O)C1,0.3,-1.8%,4.5%,15.8%,-0.6%,5.2,-10.7%,-1.8%,24.4%
Cn1cccc1/C=N/n1c(-c2ccccc2)n[nH]c1=S,-98.0*,12.3%,0.5%,-6.2%,-2.4%,-6.0,i,21.5%,-8.4%
CCOC1=C2CN(S(=O)(=O)c3ccccc3)[C@H](c3ccccc3)C[C@H]2n2c(=O)n(-c3ccccc3)c(=O)n2C1,11.3,9.1%,-0.8%,0.0%,4.8%,5.0,i,13.0%,0.9%
O=C(O)c1ccc(Cl)c(S(=O)(=O)N(Cc2ccccc2)c2ccc(Cl)cc2)c1,8.4,?,-34.7%[inhibitor],-29.2%,0.1%,-8.4,i,-6.9%,-13.2%
COCC(C)N1CCC(Oc2ccc(C(=O)NCc3ccccn3)cc2)CC1 (stereo not drawn),15.4,-10.3%,-9.0%,-7.5%,2.1%,0.6,-4.8%,·,10.8%
COc1ccc(OC)c(CNC(=O)C2CCCN(c3nc4ccccc4o3)C2)c1 (stereo not drawn),24.5,-21.3%,0.7%,3.3%,9.1%,0.4,-2.6%[57.5 µM],-14.5%,1.9%
Cc1n[nH]c2ccc([N+](=O)[O-])cc2c1=O,-24.1,6.0%,-1.2%,20.2%,1.3%,1.8,-24.4%,0.8%,-4.2%
COc1ccc(NC(=O)NCC(C)CSc2ccc(C)cc2)c(OC)c1 (stereo not drawn),-11.7,?,-8.4%,9.1%,4.4%,-3.6,i,0.0%,3.9%
CCN(CC)S(=O)(=O)c1ccc(NCc2ccccn2)nc1,2.5,3.7%,7.1%,11.5%,7.9%,-2.3,-5.1%,-10.0%,-2.8%
CC(C)[C@H](NC(=O)c1ccccc1)C(=O)OCC(=O)NCC1CCCO1 (stereo partly drawn),21.7,-13.1%,-3.5%,3.3%,-3.3%,2.6,-1.9%,0.0%,-6.6%
COc1ccccc1-n1cnnc1SCC(=O)Nc1cc(C(C)(C)C)nn1-c1ccccc1,0.0,?,-14.0%,7.7%,-5.0%,2.1,-4.6%[57.5 µM],0.0%,-1.3%
COc1cccc(CSc2nc3ccncc3n2CC(=O)Nc2ccc(OC)c(OC)c2OC)c1,·,0.5%,·,5.4%,·,-20.9,-23.9%,-1.7%,1.8%
CCOC(=O)c1ccc(NC(=O)c2cc(C)nn2-c2ccccc2)cc1,19.2,?,3.1%,6.9%,1.2%,3.6,i,0.0%,-9.9%

# Complete entries from above:
# CC1CCCC(NC(=O)COc2ncnc3ccccc23)C1C (stereo not drawn) across the screens: D3 antag: -0.3; GLP1R inv ag: 16.7%; aSyn yeast inh: 10.2%; TDP43 rescue: -32.9%[inhibitor]; GLP1R ag: 0.3%; DRD3 agonist: 3.7; PTHR1 agonist: i; KB-V1 cytotox: -1.2%; HEK293 tox: 4.7%
# COc1ccc(NC(=O)c2cc(-c3ccco3)nc3ccccc23)cn1 across the screens: D3 antag: 8.5; GLP1R inv ag: 3.0%; aSyn yeast inh: 3.1%; TDP43 rescue: 17.1%; GLP1R ag: -2.8%; DRD3 agonist: 0.1; PTHR1 agonist: i; KB-V1 cytotox: -25.5%; HEK293 tox: -30.4%

# The list goes on:
SMILES,D3 antag,GLP1R inv ag,aSyn yeast inh,TDP43 rescue,GLP1R ag,DRD3 agonist,PTHR1 agonist,KB-V1 cytotox,HEK293 tox
C/C(=N\NC(=O)c1nnn(-c2nonc2N)c1CN(C)c1ccccc1)c1cccs1,8.7,0.3%,7.4%,5.9%,7.5%,1.1,i,-12.3%,2.3%
Cc1nc(SCc2ccc(O)c([N+](=O)[O-])c2)n[nH]1,-1.9,7.1%,-3.8%,11.0%,2.4%,5.7,i,?,15.1%
Cc1ccc(C)c(N2CCN(C(=O)CN3C(=O)COc4ccc(S(=O)(=O)N5CCCC5)cc43)CC2)c1,·,11.1%,1.0%,7.0%,-8.1%,-4.1,-6.2%,?,7.3%
Cn1c(=O)c2c(nc(Br)n2CCSc2nc3ccccc3o2)n(C)c1=O,-10.1,0.0%,8.0%,8.0%,-5.8%,4.3,-28.9%[57.5 µM],6.51µM*,-8.9%
Cc1ccc(-c2cn(S(=O)(=O)c3cccc([N+](=O)[O-])c3)nc2N)cc1,-22.6,5.8%,-4.7%,-9.4%,13.7%,3.5,-30.7%[inhibitor],?,-3.5%
CCN1CCN(c2ccc(NC(=O)c3ccco3)cc2Cl)CC1,1.6,-24.4%,-3.2%,-8.7%,11.8%,-10.3,-10.0%,9.1%,-13.9%
COc1ccc(Cn2cc(C(=O)c3ccccc3)c(=O)c3cc(OC)ccc32)cc1,3.4,-6.7%,-7.2%,6.8%,-2.2%,0.1,i,-24.8%,-19.1%
Cc1ccccc1N(CC(=O)NCCc1ccccc1)C(=O)c1ccc(N2CCCC2)nc1,12.8,?,3.4%,0.2%,2.1%,1.7,-5.2%[57.5 µM],-19.6%,-18.6%
Cc1cccc(C)c1NC(=O)Cn1c(=O)cc(C)c2c(C)nn(-c3cccc(Cl)c3C)c21,·,-14.7%,·,13.5%,·,-3.1,i,0.0%,-9.6%
COc1ccc(O)c(-c2nc(N)nc(N)n2)c1,-12.2,-11.5%,-3.7%,2.9%,-2.5%,5.2,i,-2.7%,9.8%
Cc1oc(-c2ccccc2)nc1CS(=O)CC(=O)N1CCc2ccccc2C1 (stereo not drawn),-22.5,-14.8%,-0.9%,4.2%,5.1%,-1.2,-30.4%[inhibitor],-0.8%,-17.9%
O=C(Nc1ccc(Cc2ccncc2)cc1)c1cccc([N+](=O)[O-])c1,?,-4.5%,-0.1%,19.1%,16.6%,-1.8,-36.0%[inhibitor],?,-17.7%
O=S(=O)(c1ccc2nc(Cc3cccc(C(F)(F)F)c3)[nH]c2c1)N1CCOCC1,11.2,17.2%,-13.7%,-6.6%,0.8%,-0.3,i,5.9%,3.5%
COc1cc(NC(=O)c2cccnc2)c(OC)cc1NC(=O)c1ccc(Br)cc1,17.9,-23.2%,1.0%,6.7%,-2.2%,120.9*,i,-4.7%,-14.7%
Cc1nc(SCC2(C)CC2(Cl)Cl)n[nH]1 (stereo not drawn),-8.4,0.2%,-3.8%,-17.2%,10.6%,-7.8,-5.5%,?,-4.0%
O=C(CC1SC(N2CCCCC2)=NC1=O)Nc1cccc(C(=O)N2CCCC(C(F)(F)F)C2)c1 (stereo not drawn),3.4,10.0%,1.0%,-9.1%,-3.3%,0.1,-79.1%[inhibitor],0.0%,0.8%
CC(C)C(C(=O)Nc1ccc(S(=O)(=O)N2CCOCC2)cc1)N1C(=O)c2ccccc2C1=O (stereo not drawn),8.0,2.1%,-9.3%,-6.9%,5.0%,-11.5,i,1.9%,-11.8%
CCCC[C@H]1COCCS(=O)(=O)N1Cc1cccc([N+](=O)[O-])c1,-0.9,-5.4%,1.8%,?,11.1%,-0.5,-4.2%,?,4.2%
CCN(C(=O)COC(=O)c1ccc(OC)c(S(=O)(=O)N2CCCc3ccccc32)c1)C1CCS(=O)(=O)C1 (stereo not drawn),-16.9,41.0%[activator],-4.4%,16.7%,-2.6%,-3.6,-9.7%,0.0%,5.5%
